MazEF act = MazEF (E. coli) toxin RNase activation. P0AE70. FAM/BHQ RNA-DNA oligo cleavage fluorescence, 5 h. activation, % at 20 µM. 350,000 tested, 0.32% active; in the data active = activation above about 50%
Target sequence (P0AE70 whole entry, looked up): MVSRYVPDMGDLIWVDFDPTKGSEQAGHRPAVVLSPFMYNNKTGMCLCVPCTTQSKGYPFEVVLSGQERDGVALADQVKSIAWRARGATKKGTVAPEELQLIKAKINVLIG
PrPC TRFRET = cell surface PrPC inhibition, primary TR-FRET screen; P04156; 370,000 tested, 0.43% active; TR-FRET read-out; inhibition, % at 13.8 µM; in the data active = inhibition above about 24%; also: 0% = median of the test wells and 100% = reference compound wells
TcdB GH inh = inhibitors of Clostridioides difficile toxin B glycohydrolase. P18177. TcdB glycohydrolase enzymatic assay, plate reader. inhibition, % at 9.99 µM. 350,000 tested, 0.24% active; in the data active = inhibition above about 10%
SARS 3CLpro inh = SARS-CoV 3CLpro protease inhibition | P0C6X7 | recombinant SARS-CoV 3CLpro, quenched FRET peptide cleavage | inhibition, % at 6 µM | 290,000 tested, 0.14% active | AID 1706; in the data active = inhibition above about 12%
CCHFV vOTU inh = blocks the CCHF virus ovarian tumor domain protease | 370,000 tested, 0.55% active | inhibition, % at 11.5 µM | AID 651958 | CCHFV vOTU protease, Pep-AMC fluorescence; in the data active = inhibition above about 30%; also: 0% = vehicle wells with enzyme and 100% = no enzyme wells
PriA SSB inh = K. pneumoniae PriA-SSBct interaction inhibition; AlphaScreen SSBct-PriA binding, biotinylated peptide; 430,000 tested, 0.6% active; inhibition, % at 33 µM; AID 1272365; in the data active = inhibition mostly above about 37%, no sharp cut-off; inactive = mostly below about 20%;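 also: plate controls were negative control peptide for no effect and reference peptide for full effect; strong numbers were not always called active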
BH1578 lux ind = quorum light induction in luxS cqsA deficient V. cholerae; 350,000 tested, 0.16% active; V. cholerae BH1578 lux reporter, luminescence, 6 h; activation, % at 18.7 µM; in the data active = activation mostly above about 9.7%, no sharp cut-off; inconclusive = no clear call, values can overlap the other calls; inactive = mostly below about 3.7%; also: not every result past the cut was called active; inactives centre near 0; reference of the scale not given here
VHR inh abs = inhibitors of human VHR1 phosphatase (DUSP3). AID 1654. inhibition, % at 13.3 µM. 290,000 tested, 0.52% active. recombinant VHR phosphatase, pNPP absorbance; in the data active = inhibition above about 50%; also: some compounds called inactive have numbers as strong as hits
Target sequence (P51452 whole entry, looked up): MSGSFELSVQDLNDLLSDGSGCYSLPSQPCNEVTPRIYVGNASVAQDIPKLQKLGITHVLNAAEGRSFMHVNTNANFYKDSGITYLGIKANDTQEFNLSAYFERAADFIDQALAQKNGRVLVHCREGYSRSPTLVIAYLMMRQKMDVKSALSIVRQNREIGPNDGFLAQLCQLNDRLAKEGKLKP
Yp Topo-I inh = inhibitors of Yersinia pestis topoisomerase I; AID 504884; activity, % at 10 µM; Y. pestis Topo-I cleavage product accumulation, plate reader; 360,000 tested, 0.064% active; in the data active = activity above about 50%, passing the limit was not always enough; inconclusive = no clear call, values can overlap the other calls; also: inactives centre near 2
Rv3671c protease = inhibitors of M. tuberculosis serine protease Rv3671c; inhibition, % at 5.96 µM; 320,000 tested, 0.048% active; AID 2606; in the data active = inhibition above about 38%;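 also: extracellular domain of Rv3671c used as enzyme; 0% = enzyme with DMSO and 100% = no enzyme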
Target sequence (P9WHR9 whole entry, looked up, the tested form may be a part): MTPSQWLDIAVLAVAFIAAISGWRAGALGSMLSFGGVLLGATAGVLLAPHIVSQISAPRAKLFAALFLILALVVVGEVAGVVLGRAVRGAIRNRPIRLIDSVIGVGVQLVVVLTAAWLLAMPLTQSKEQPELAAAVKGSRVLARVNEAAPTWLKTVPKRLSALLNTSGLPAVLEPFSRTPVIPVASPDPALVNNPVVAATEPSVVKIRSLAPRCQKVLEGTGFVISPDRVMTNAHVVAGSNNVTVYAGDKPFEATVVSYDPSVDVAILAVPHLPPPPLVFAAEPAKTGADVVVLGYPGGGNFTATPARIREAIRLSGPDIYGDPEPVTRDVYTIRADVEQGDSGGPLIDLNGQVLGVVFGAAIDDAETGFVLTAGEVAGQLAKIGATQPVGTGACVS
The depositor's hits bear a star; i = inactive; ? = inconclusive; nt = not tested or not shown.

SMILES | MazEF act | PrPC TRFRET | TcdB GH inh | SARS 3CLpro inh | CCHFV vOTU inh | PriA SSB inh | BH1578 lux ind | VHR inh abs | Yp Topo-I inh | Rv3671c protease
Cc1sc(N2CCN(S(=O)(=O)c3ccc4c(c3)NC(=O)CO4)CC2)nc1-c1ccccc1 | -1 | -10 | -11 | 3 | 7 | 9 | -0.4 | 10 | ? | 4
CN(Cc1nc2ccccc2n1C)S(=O)(=O)c1ccc(F)cc1 | 3 | -9 | nt | 3 | 10 | -11 | -3.0 | 9 | -2 | -9
COc1ccc(-c2nnn(CC(=O)N(CC(=O)NC3CCCC3)c3ccccc3F)n2)cc1OC | 0 | 1 | 2.2 | 3 | 1 | 7 | -0.3 | 35 | 22 | -2
COc1ccc(Nc2nc(C)cc(=O)[nH]2)c(OC)c1 | 3 | -4 | nt | -2 | 6 | 3 | i | 13 | 4 | 6
CN1C(=O)C2C3c4ccccc4C(c4ccccc43)[C@@H]2C1=O (stereo partly specified) | 3 | 6 | 0.9 | -3 | -15 | 6 | i | 21 | -2 | -9
CCOC(=O)Cn1nnc(-c2cc(OC)c(OC)c(OC)c2)n1 | -3 | -1 | 0.0 | -3 | -10 | -5 | i | 5 | -2 | 9
CCCCN1CCNC[C@@H]1Cc1ccccc1 | 0 | 3 | -3.3 | nt | -3 | -8 | i | nt | -2 | -3
NNC(=O)CSc1cccc2cccnc12 | -4 | 7 | nt | 3 | 7 | 4 | -2.7 | -8 | 0 | -4
NS(=O)(=O)c1ccc(NC(=O)c2ccc3c(c2)CCN3S(=O)(=O)c2ccccc2)cc1 | 7 | 15 | 0.7 | 5 | 18 | 2 | -0.3 | 21 | -3 | -20
COc1cc(S(=O)(=O)NC2CCCCC2C)ccc1Cl (stereo unspecified) | -2 | 9 | nt | 5 | 9 | -14 | -1.1 | -4 | 10 | -1
Cc1ccc(C(=O)NCC(=O)OCC(=O)c2c(N)n(C)c(=O)n(C)c2=O)cc1C | 18 | 2 | 0.9 | nt | -9 | -11 | -4.3 | nt | 0 | 1
CC(O)(c1ccccc1)c1nc(-c2cccc(C(=O)O)c2)cs1 (stereo unspecified) | nt | -5 | 0.4 | nt | 19 | nt | i | nt | -5 | nt
CCCCN(CC)C(=O)Cn1ncc2c3ccccc3n(CCC)c2c1=O | 7 | 18 | 1.8 | -1 | -5 | -13 | -10 | 31 | 9 | nt
COC(=O)c1ccccc1NC1c2ccccc2C(=O)N1c1cccnc1 (stereo unspecified) | -8 | 2 | -0.6 | 0 | -7 | -34 | -0.2 | 15 | 8 | 6
O=C(NC1CC2CCCC(C1)N2C(=O)Nc1ccccc1)c1ccccc1 (stereo unspecified) | 4 | -4 | 1.3 | -3 | 3 | -5 | -0.3 | 21 | 0 | 3
N/C(=N\NC(=O)c1ccccc1Cl)c1cc2ccccc2oc1=O | 2 | -5 | -0.5 | 4 | -2 | nt | 0.1 | 10 | 4 | -2
CC(=O)c1ccc(OC(C)C(=O)NCC2(N3CCOCC3)CCCCC2)cc1 (stereo unspecified) | 7 | -1 | -1.6 | nt | -11 | 6 | -3.8 | nt | -3 | 2
c1ccc(-c2nc(N3CCCCCC3)c3ccccc3n2)nc1 | 10 | 2 | nt | 0 | 7 | 87* | i | 10 | 18 | 0
CCOc1ccc2nc(SCC(=O)NCc3ccc(S(N)(=O)=O)cc3)[nH]c2c1 | -8 | 7 | -0.7 | 0 | -16 | -10 | -2.3 | 21 | 1 | -1
COc1ccc(C(C(N)=O)c2ncc(C(F)(F)F)cc2Cl)cc1OC (stereo unspecified) | 7 | 5 | 0.5 | 1 | 6 | -9 | -0.4 | 9 | -2 | 0
CSc1nsc(/C=C/Nc2ccc(C(=O)O)cc2)c1C#N | 8 | -1 | 1.1 | -4 | 4 | -1 | 0.2 | 6 | -6 | 0
Cc1cc2ncn(S(=O)(=O)c3ccc(S(=O)(=O)N4CCCCCC4)cc3)c2cc1C | 2 | nt | nt | -2 | nt | -17 | i | nt | -5 | -1
COc1ccc(OC/C(O)=C(\C#N)c2nc3ccccc3[nH]2)cc1 | 2 | -1 | nt | -1 | 9 | -26 | 2.8 | -7 | -2 | -10
Cc1csc(=O)n1CC(=O)OCC(=O)Nc1cc([N+](=O)[O-])ccc1Cl | 2 | -6 | -0.3 | nt | 15 | 1 | -0.6 | nt | 2 | 5
Cc1ccccc1NC(=O)C(C)OC(=O)c1ccccc1C(=O)N(C)c1ccccc1 (stereo unspecified) | 2 | 9 | 0.6 | nt | 4 | 14 | -14 | nt | 10 | 2
CN(C)/C=C(/C(=O)c1ccccc1Cl)S(=O)(=O)c1ccccc1 | 7 | -1 | nt | 3 | 1 | -19 | -1.0 | nt | 4 | -4
CN(C(=O)COC(=O)/C=C/c1ccccc1)C1CCS(=O)(=O)C1 (stereo unspecified) | 0 | -3 | 1.4 | nt | 12 | nt | -3.1 | nt | 4 | nt
COc1ccc(C2NC(=O)NC3=C2C(=O)CCC3)cc1 (stereo unspecified) | 6 | -4 | 0.1 | 1 | -8 | -21 | -0.3 | 23 | -19 | 0
COc1cccc(OC)c1C(=O)NC(=O)Nc1c(F)cc(F)cc1F | 6 | 4 | 2.0 | 2 | -4 | -5 | -0.7 | 31 | -2 | 2
CN(CC(=O)Nc1ccc(F)cc1)C(=O)CCc1nc2sc3c(c2c(=O)[nH]1)CCCC3 | -15 | 5 | 1.5 | nt | -4 | 2 | -0.9 | nt | 3 | -7
O=C(NCc1cccs1)C1(S(=O)(=O)c2ccccc2)CC=CC1 | 4 | 10 | 1.2 | 3 | 2 | -5 | -4.5 | 9 | -1 | 3
Cn1nc(N)c2ncc(-c3ccc(Cl)cc3)nc21 | 2 | -2 | -0.5 | nt | -6 | nt | -4.8 | nt | -5 | nt
CCNc1ccc(C(=O)OCC)cc1NC(=O)c1cccc(S(=O)(=O)N2CCOCC2)c1 | 11 | 15 | 0.5 | -1 | 7 | -6 | i | 36 | 0 | -10
Cc1cccc2cc(/C=C/C(=O)c3ccco3)c(Cl)nc12 | -4 | 5 | 1.3 | 10 | 0 | 0 | -0.2 | 9 | 6 | -7
COc1ccc(NC(=O)c2cc(-c3ccc(F)cc3OC)n[nH]2)c(OC)c1 | nt | -4 | 0.8 | nt | 12 | nt | -4.5 | nt | -3 | nt
COc1ccc(NC(=O)c2sc(=O)n(Cc3ccc(F)c(Cl)c3)c2C)cc1OC | nt | 30* | -8.3 | nt | 31* | nt | i | nt | -4 | nt

Some of the entries so far, with each value named.
CN(C)/C=C(/C(=O)c1ccccc1Cl)S(=O)(=O)c1ccccc1
  MazEF act: 7
  PrPC TRFRET: -1
  TcdB GH inh: nt
  SARS 3CLpro inh: 3
  CCHFV vOTU inh: 1
  PriA SSB inh: -19
  BH1578 lux ind: -1.0
  VHR inh abs: nt
  Yp Topo-I inh: 4
  Rv3671c protease: -4
CN(C(=O)COC(=O)/C=C/c1ccccc1)C1CCS(=O)(=O)C1 (stereo unspecified)
  MazEF act: 0
  PrPC TRFRET: -3
  TcdB GH inh: 1.4
  SARS 3CLpro inh: nt
  CCHFV vOTU inh: 12
  PriA SSB inh: nt
  BH1578 lux ind: -3.1
  VHR inh abs: nt
  Yp Topo-I inh: 4
  Rv3671c protease: nt
COc1ccc(C2NC(=O)NC3=C2C(=O)CCC3)cc1 (stereo unspecified)
  MazEF act: 6
  PrPC TRFRET: -4
  TcdB GH inh: 0.1
  SARS 3CLpro inh: 1
  CCHFV vOTU inh: -8
  PriA SSB inh: -21
  BH1578 lux ind: -0.3
  VHR inh abs: 23
  Yp Topo-I inh: -19
  Rv3671c protease: 0

The results go on:
SMILES | MazEF act | PrPC TRFRET | TcdB GH inh | SARS 3CLpro inh | CCHFV vOTU inh | PriA SSB inh | BH1578 lux ind | VHR inh abs | Yp Topo-I inh | Rv3671c protease
CC1CCCC(C)N1S(=O)(=O)c1ccc(NC(=O)c2ccccc2C(=O)N2CCOCC2)cc1 (stereo unspecified) | -1 | -3 | nt | 0 | 0 | 0 | i | 17 | -1 | -4
c1ccc(-n2nnnc2-n2cnc3ccccc32)cc1 | -1 | 0 | 0.8 | -2 | -14 | -6 | -10 | -2 | 3 | -10
O=C(NCCc1csc(-c2cccnc2)n1)c1ccc(Cl)cc1 | -2 | -7 | -0.9 | 0 | 13 | -3 | 0.2 | 21 | -2 | 5
CS(=O)(=O)Nc1ccc(-c2cn3c(n2)SCC3)cc1 | -4 | 3 | 0.4 | 1 | -16 | -2 | -0.8 | 6 | -7 | -2
O=C(CSc1ccccn1)N/N=C/c1ccccc1[N+](=O)[O-] | -3 | -22 | nt | -3 | -3 | nt | -0.1 | 15 | -2 | -3
CCOC(=O)N1CCN(S(=O)(=O)c2ccc(OC)c(Cl)c2)CC1 | 6 | 6 | nt | 0 | 0 | -18 | i | -1 | 3 | -1
c1ccc(CN2CCC(Nc3nc(-c4cccnc4)nc4ccccc34)CC2)cc1 | 3 | -8 | 2.7 | -2 | 0 | 14 | i | 5 | 0 | -2
CCOc1c(Cl)cc(/C=N/NC(N)=S)cc1OC | 3 | -10 | 2.4 | -3 | -6 | nt | -0.3 | 5 | 1 | -2
COc1ccc(NS(=O)(=O)c2ccc(Cl)c(N)c2)cc1Br | -9 | 11 | 0.4 | 7 | 7 | -21 | -0.2 | 0 | 4 | -5
Cc1ccc(C(=O)NCc2ccco2)cc1S(=O)(=O)Nc1cccc(Cl)c1 | 5 | 9 | nt | -3 | 14 | 5 | i | 19 | -1 | -12
O=C1CN(c2nc3ccccc3n3cnnc23)CC(=O)N1CCc1ccccc1 | 11 | -1 | 1.2 | 1 | 1 | -5 | -0.2 | 25 | 3 | 0
C/C=C1\COC(C(=O)NCc2ccncc2)(C(F)(F)F)C=C1C=C1CCCCC1 (stereo unspecified) | 4 | 9 | 2.1 | nt | -6 | -2 | 0.4 | nt | 6 | 0

Next part, overlapping the part above by 3 compounds.
SMILES | MazEF act | PrPC TRFRET | TcdB GH inh | SARS 3CLpro inh | CCHFV vOTU inh | PriA SSB inh | BH1578 lux ind | VHR inh abs | Yp Topo-I inh | Rv3671c protease
Cc1ccc(C(=O)NCc2ccco2)cc1S(=O)(=O)Nc1cccc(Cl)c1 | 5 | 9 | nt | -3 | 14 | 5 | i | 19 | -1 | -12
O=C1CN(c2nc3ccccc3n3cnnc23)CC(=O)N1CCc1ccccc1 | 11 | -1 | 1.2 | 1 | 1 | -5 | -0.2 | 25 | 3 | 0
C/C=C1\COC(C(=O)NCc2ccncc2)(C(F)(F)F)C=C1C=C1CCCCC1 (stereo unspecified) | 4 | 9 | 2.1 | nt | -6 | -2 | 0.4 | nt | 6 | 0
CC(C)(C)c1ccc(C(=O)N2CCC2(C)C(=O)Nc2cccc3ncccc23)cc1 (stereo unspecified) | nt | 4 | 0.6 | nt | 18 | nt | -0.2 | nt | 18 | nt
CC(=O)N1CC(C)Oc2ccc(S(=O)(=O)NC(CC(=O)O)c3ccc(C)cc3C)cc21 (stereo unspecified) | -15 | -1 | 0.9 | -1 | -1 | -10 | 0.1 | 17 | 7 | -6
CCC(C)N(C(=O)COC(=O)c1cn(CC)c2nc(C)ccc2c1=O)C1CCS(=O)(=O)C1 (stereo unspecified) | 2 | 7 | nt | nt | 1 | -3 | i | 15 | 5 | -2
CCc1c(C)c(C#N)c2nc3ccccc3n2c1NC | 5 | 6 | 0.8 | -2 | 5 | 4 | i | 1 | 3 | -1
COc1ccccc1N(C(C)=O)C1SC(=O)N(c2ccccc2)C1=O (stereo unspecified) | 8 | 4 | nt | -1 | -1 | -4 | i | 27 | 1 | -9
COCCNC(=O)Cn1nc(-c2ccc(Cl)cc2)c2ccccc2c1=O | 4 | 2 | -11 | -5 | -1 | -16 | 3.5 | nt | 6 | -12
C/C(=N/Nc1nc(-c2ccc(Cl)cc2)cs1)c1cccs1 | -3 | -3 | nt | -3 | 2 | nt | i | 3 | -4 | -5
COc1ccc(NC(=O)CS(=O)(=O)c2cn(CC(=O)N3CCOCC3)c3ccccc23)cc1 | 6 | 2 | 1.4 | 1 | 3 | -9 | i | 11 | 6 | -3

Some of the compounds tested; rates above refer to the full screens.
